# CRFBP-R2 block – antagonists of CRF-binding protein/CRF-R2 receptor complex | HEK293 CRF-R2/CRF-BP, CRF-induced calcium fluorescence | inhibition, % at 11.8 µM | hit rate 0.59% among 350,000 | AID 588475;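 active means inhibition of the ligand-induced calcium signal above about 50% at the single tested concentration, limit read from the data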
# MEKK2mut PB1 HTS – signal of MEK5 binding to mutant human MEKK2 PB1 domain. bead flow cytometry, Alexa488-MEK5 binding to MEKK2 mutant. percent response, % at 10 µM. hit rate 0.35% among 290,000. AID 1530; in the data active means percent response above about 24%, passing the limit was not always enough; further: inactives centre near 1; some results filed as inactive read as strong as hits; reference of the scale not given here
# GalR3 antagonist – antagonists of human GalR3. O60755. HEK293 GalR3-CNG cAMP membrane potential fluorescence; galR3 body fused to GalR1 C-terminus. inhibition, % at 3 µM. hit rate 0.44% among 360,000. AID 651719;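 active means inhibition above the screen-wide average plus 3 SD, cut at about 13% in these data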;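 further: forskolin and galanin both at EC90 stimulate the cells; cAMP rise reported by CNG channel membrane potential dye signal; 0% = forskolin plus galanin with DMSO and 100% = forskolin alone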
# Target sequence (O60755 1-299 limits assumed): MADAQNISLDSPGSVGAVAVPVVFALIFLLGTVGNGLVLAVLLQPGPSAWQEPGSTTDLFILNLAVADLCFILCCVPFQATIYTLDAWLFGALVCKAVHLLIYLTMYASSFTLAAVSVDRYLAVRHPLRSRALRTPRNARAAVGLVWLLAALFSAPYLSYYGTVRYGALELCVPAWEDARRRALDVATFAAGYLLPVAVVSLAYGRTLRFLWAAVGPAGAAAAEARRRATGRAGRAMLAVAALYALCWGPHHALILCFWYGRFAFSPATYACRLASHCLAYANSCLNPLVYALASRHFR
# UBC9 SUMO inh – SUMOylation inhibition; P63279; HTRF SUMOylation assay, SAE1/SAE2 + UBC9, in vitro; inhibition, % at 35 µM; hit rate 0.36% among 290,000; AID 2006; in the data active means inhibition above about 50%, passing the limit was not always enough; further: strong numbers were not always called active
# Target sequence (P63279 whole entry, looked up): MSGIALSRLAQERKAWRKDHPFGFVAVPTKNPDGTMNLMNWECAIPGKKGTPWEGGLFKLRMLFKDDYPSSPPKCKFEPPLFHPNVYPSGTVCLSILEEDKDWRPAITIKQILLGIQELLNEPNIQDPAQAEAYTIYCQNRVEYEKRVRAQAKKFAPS
# HCV NS3 hel inh – inhibitors of Hepatitis C virus NS3 helicase; inhibition, % at 10.9 µM; AID 1800; NS3 helicase DNA unwinding, Cy5 molecular beacon fluorescence; hit rate 0.56% among 290,000;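 active means inhibition above the mean of all tested compounds plus 3 SD, set per campaign, cut at about 35% in these data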;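 further: 0% = DMSO wells and 100% = thioflavine S control wells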
#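 Assay system: hepatitis C virus NS3 helicase domain fragment enzyme. Also added: annealed dual-labelled DNA beacon duplex, ATP-started. Timing: 1 h reaction at 25 °C, ATP-initiated. Technique: Cy5 fluorescence at 0 and 60 min, beacon hairpin quenching. Evaluation: % inhibition of unwinding. Replication: one well per compound.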
# CRFR2-BP ag – CRF-BP/CRF-R2 complex agonism | HEK293 CRF-R2/CRF-BP, calcium dye fluorescence (FLIPR); percent of saturating CRF peptide response | activation, % at 13.2 µM | hit rate 0.46% among 350,000 | AID 588473;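 active means activation of at least 50%, plus an integration ratio under a set limit after plate pattern correction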;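 further: plate controls were neutral control wells without compound for no effect and CRF at EC100 for full effect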
# MEKK2 WT-MEK5 – raises or lowers MEK5 binding to wildtype human MEKK2 PB1 domain. bead flow cytometry, Alexa488-MEK5 binding to MEKK2 WT; actives lie on both sides. Q9Y2U5. hit rate 1.1% among 290,000. binding response (% of control), % at 10 µM. AID 1531; in the data active means binding response below about 67% or above about 130%
# MEKK3 PB1 HTS – MEKK3-MEK5 PB1 interaction, increase or decrease | Q99759 | bead-based flow cytometry, Alexa488-MEK5 binding to MEKK3; actives lie on both sides; 0 = blocked by unlabeled MEK5, 100 = vehicle | binding response (% of control), % at 10 µM | hit rate 1.4% among 290,000 | AID 1529;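 active means binding response more than 3 SD above or below the average of its plate-row segment, actives on both sides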;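 further: Alexa488 bead fluorescence after subtracting the streptavidin-only scavenger bead signal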
# Target sequence (Q99759 whole entry, looked up): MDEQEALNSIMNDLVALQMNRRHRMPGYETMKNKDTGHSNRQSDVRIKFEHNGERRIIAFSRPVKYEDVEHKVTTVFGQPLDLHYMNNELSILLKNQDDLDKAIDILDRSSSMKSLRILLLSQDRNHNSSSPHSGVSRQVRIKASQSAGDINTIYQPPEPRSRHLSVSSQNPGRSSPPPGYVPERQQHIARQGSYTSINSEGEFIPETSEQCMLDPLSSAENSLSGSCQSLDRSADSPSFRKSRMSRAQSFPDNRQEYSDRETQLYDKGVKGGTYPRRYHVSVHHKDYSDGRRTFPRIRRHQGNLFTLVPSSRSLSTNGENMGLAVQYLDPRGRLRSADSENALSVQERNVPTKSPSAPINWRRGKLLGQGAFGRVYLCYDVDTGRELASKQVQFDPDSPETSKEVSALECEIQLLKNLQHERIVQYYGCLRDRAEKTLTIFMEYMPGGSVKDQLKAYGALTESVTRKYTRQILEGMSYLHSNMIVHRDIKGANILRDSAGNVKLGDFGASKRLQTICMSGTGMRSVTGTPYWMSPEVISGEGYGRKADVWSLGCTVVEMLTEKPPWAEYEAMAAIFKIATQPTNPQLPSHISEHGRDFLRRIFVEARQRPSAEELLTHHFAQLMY
# DNA FID counter – displaces DNA intercalator in HCV helicase counter-screen; DNA fluorescent intercalator displacement, fluorescence; inhibition, % at 7.9 µM; hit rate 0.17% among 290,000; AID 1845; in the data active means inhibition above about 37%;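 further: 0% = vehicle and 100% = reference compound; higher means more ethidium bromide displaced from hairpin DNA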
# An asterisk follows results filed as active; x = not tested or not shown; [ ] = dose if it differs, or a comment.
# Under each structure – CRFR2-BP ag, MEKK2mut PB1 HTS, MEKK2 WT-MEK5, DNA FID counter, HCV NS3 hel inh, GalR3 antagonist, UBC9 SUMO inh, MEKK3 PB1 HTS, CRFBP-R2 block
> O=C(Cn1cc([N+](=O)[O-])nc1[N+](=O)[O-])N1CCN(c2ccccc2)CC1
 : 4.3, -6, 94, 2, -10, -6, 11, 111, -10
> CC(C)C(=O)N1CCN(c2ccccc2NC(=S)NC(=O)c2ccco2)CC1
 : 2.4, -13, 75, -39, 10, -4, -7, 86, -15
> COC(=O)c1cc(NC(=O)c2cccc(C(F)(F)F)c2)c(=O)oc1C
 : -0.9, 1, 103, -5, 11, -6, 19, 110, -28
> CCN(CC)CCNS(=O)(=O)c1ccc(/C=C/C(=O)O)cc1
 : 0.7, -3, 98, 2, -15, 10, -6, 101, 10
> CCOc1ccc(/C=C2/C(=O)N(c3ccc(OC)cc3)C(=S)N2CC(=O)OC)cc1OCC
 : 9.3, -3, 86, -16, -8, 2, 24, 93, -2
> O=C1NC(=O)N(Cc2ccccc2F)C1=O
 : 13, 2, 103, -1, 9, -5, 14, 104, -16
> Cn1c(=O)c2c(nc(CN3CCN(C(c4ccccc4)c4ccccc4)CC3)n2CC(N)=O)n(C)c1=O
 : -0.8, 0, 95, -4, -5, -6, 14, 93, -3
> N#Cc1ccc(OCC(=O)NN2Cc3ccccc3C2=N)cc1
 : -0.5, -2, 90, -1, -1, -4, -1, 90, -1
> CCOC(=O)C1CCN(C(=O)Nc2ccc3snnc3c2)CC1
 : 0.5, 6, 98, -9, 5, -4, 14, 107, 28
> O=C1CN(C(=O)COC(=O)C2CCN(S(=O)(=O)c3ccccc3C(F)(F)F)CC2)c2ccccc2N1
 : 12, -8, 99, -31, -2, 0, -8, 98, -11
> Cn1c(CC(=O)Nc2ccccc2)nnc1SCC(=O)NC1CCCC1
 : -0.1, 2, 101, -6, 6, 0, 5, 98, -3
> CN(C)c1ccc(/C(=N\O)C(F)(F)F)cc1
 : 0.1, 3, 97, 2, 6, -4, 0, 93, 40
> O=C(O)C1CCCN1c1ncccn1 (stereo unspecified)
 : 2.1, -7, 94, -2, 0, -4, 10, 95, -11
> Cn1c(N)c(C(=O)c2ccc(Oc3ccccc3)cc2)c(=O)n(C)c1=O
 : -0.7, 4, 105, -6, 9, 8, 11, 105, 16
> O=C(CCS(=O)(=O)c1ccccc1)Nc1ccccc1N1CCOCC1
 : -1.4, -14, 91, -11, -2, -4, 2, 103, 2
> Cc1cccc(-c2c3c(=O)n(C)c(=O)n(C)c3cn2C2CCCCC2)c1
 : -2.1, -2, 94, -7, -3, -8, 23, 97, -12
> CC1CCCN(C(=O)c2ccc(S(=O)(=O)N3CCC(c4nc5ccccc5s4)CC3)cc2)C1 (stereo unspecified)
 : -0.3, 2, 102, -3, 1, -8, x, 100, 34
> CCn1cc(CNC(=O)c2c(-c3c(Cl)cccc3Cl)noc2C)c(C)n1
 : -3.5, -2, 98, -3, -6, 0, 7, 105, -1
> CCc1ccc(N2CC(C(=O)Nc3ccc(C)c(S(=O)(=O)N4CCOCC4)c3)CC2=O)cc1 (stereo unspecified)
 : -0.8, -1, 103, -42, -8, 2, -16, 103, -10
> COc1cccc(C(C(=O)NC2CCCCC2)N(C(=O)Cc2cccs2)c2ccc(-n3cnnn3)c(OC)c2)c1 (stereo unspecified)
 : -1.0, 0, 102, -11, 3, -2, 20, 101, -6
> O=c1[nH]cccc1-c1nc2ccccc2[nH]1
 : 3.3, 2, 104, -5, -8, -9, 36, 103, 7
> CCOC(=O)C1CCC2(CC1)C(C#N)=C(N)Oc1n[nH]c(C)c12 (stereo unspecified)
 : -0.3, -4, 105, 1, -2, 1, -8, 100, -9
> Cn1cccc1-c1nc2ccccc2n1C
 : -3.8, -8, 89, -9, 4, 1, 20, 103, 14
> O=C(Nc1ccc2c(c1)nc1n2CCN(Cc2ccccc2)C1)c1cccs1
 : -1.0, 1, 3.0*[inhibitor], -11, -10, -5, 26, 100, 13
> CCN1CCSc2ccc(C(=O)NCc3cccc(Br)c3)cc21
 : -2.0, -1, 101, -24, -7, x, 23, 99, 7
> Cc1cccc(N2CCN(S(=O)(=O)c3ccc4c(c3)CCN4C(=O)CCC(=O)O)CC2)c1C
 : -0.5, 3, 103, -14, 7, -4, 22, 100, -27
> COc1ccc(-c2ccnc3nc(-n4cccc4)nn23)cc1
 : 0.0, 2, 97, -5, -5, -5, 6, 94, 16
> Cc1cc2nc3c(nc2cc1C)C1(C(=O)O)CCC3(C)C1(C)C (stereo unspecified)
 : 0.0, -1, 100, -3, 1, -2, 16, 98, 9
> O=S1(=O)CCN2N=C(C3CC3)SC2=N1
 : 3.0, 0, 98, -2, 7, -2, -6, 102, 3
> Cc1csc(NC(=O)c2cc(=O)[nH]c3ccc(S(=O)(=O)N4CCOCC4)cc23)n1
 : -0.4, -1, 98, 14, 0, 0, 14, 104, 0

# Under each structure – CRFR2-BP ag, MEKK2mut PB1 HTS, MEKK2 WT-MEK5, DNA FID counter, HCV NS3 hel inh, GalR3 antagonist, UBC9 SUMO inh, MEKK3 PB1 HTS, CRFBP-R2 block
> OC1CCCN(Cc2c3ccccc3cc3ccccc23)C1 (stereo unspecified)
 : -1.7, 2, 102, 18, 9, -3, 0, 100, -1
> COc1cc(NC(=O)CSc2c3c(nc4ccccc24)CCC3)cc(OC)c1OC
 : -2.2, 18, 107, -20, 1, -1, -4, 108, 25
> O=C(NCc1ccccc1Cl)c1ccc[nH]1
 : -0.7, 4, 100, 2, 6, -4, 12, 99, -1
> Cc1ccc(-c2cc(C(=O)N/N=C/C(Br)=C/c3ccccc3)n[nH]2)o1
 : 0.2, -7, 89, -3, -1, -4, 11, 82, -233
> Cn1cc(/C=C/C(=O)N2CCCC(C(=O)c3cccc4ccccc34)C2)cn1 (stereo unspecified)
 : -1.6, 14, 108, -27, -10, -1, 9, 102, -5
> N[C@@H](Cc1cc(I)c(Oc2cc(I)c(O)c(I)c2)c(I)c1)C(=O)O
 : -1.1, 4, 106, x, x, x, x, 115, 3
> C[C@@H](CO)NC(=O)c1ccc2c3n(nc2c1)-c1ccc(Cl)cc1CO3
 : 0.5, 2, 107, x, x, -2, 11, 108, 1
> CC(=O)N1CCc2ccc(S(=O)(=O)N3CCN(C)CC3)cc21
 : 203*, -1, 96, 5, -8, -2, -14, 94, -105
> Cc1c(NC(=O)c2c(F)cccc2F)c(=O)n(-c2ccccc2)n1C
 : 0.8, 1, 105, 0, 0, -2, 19, 101, -6
> Cc1cc(Cl)ccc1OCc1nnc2n1CCCCC2
 : 1.7, 0, 99, -27, 2, -2, 10, 104, -2
> O=C(c1cccc2nccnc12)N1CCCC(Nc2ccc(F)c(F)c2)C1 (stereo unspecified)
 : -0.1, 15, 107, -11, 3, 4, 10, 106, 2
> C=CCn1c(SCC(=O)OC)nc2sc3c(c2c1=O)CCN(C)C3
 : x, 2, 98, 3, -5, x, 3, 97, x
> Cc1ccc(NC(=O)C(=O)NCCN2CCN(Cc3ccc([N+](=O)[O-])cc3)CC2)cc1
 : -1.5, 0, 107, 0, 0, -1, 10, 91, 34
> CCOC(=O)N1CCN(C(=O)CSc2nnc(-c3c[nH]c4ccccc34)n2CCOC)CC1
 : -0.5, x, x, -29, 1, -6, -16, x, 20
> CCCN(c1ccccc1F)S(=O)(=O)c1cc(-c2cc(C)no2)ccc1OC
 : 0.3, 3, 101, -30, -13, -11, 7, 102, 20
> COc1ccccc1CNC(=O)c1ccc(OC(F)F)c(OC)c1
 : 3.0, 6, 95, -8, 7, -2, -3, 101, 11
> Cc1ccccc1S(=O)(=O)Cc1ccc(C(=O)NCCN(CC(C)C)CC(C)C)o1
 : -0.8, 6, 104, 18, 3, -9, 8, 105, 2
> COc1cccc(C2=CC(c3ccc(N(C)C)cc3)n3nnnc3N2)c1 (stereo unspecified)
 : 5.5, -5, 87, -16, -5, -4, 23, 93, -17
> Cc1ccc2c(c1)N(CC(=O)NC1CCCCC1)C(=O)c1cccnc1O2
 : -1.9, -1, 97, -29, 1, 5, 5, 102, 20
> CCC(C)NC(=O)C1CCCCN1S(=O)(=O)c1ccc(F)cc1 (stereo unspecified)
 : 2.5, -4, 95, -6, 12, 7, -10, 96, -4
> O=C(CSc1nnc(NC(=O)c2ccco2)s1)Nc1ccccc1Br
 : 0.1, 2, 102, -3, 3, 4, 0, 104, -6
> O=C(NNC(=O)c1cccc(O)c1)Nc1ccc([N+](=O)[O-])cc1
 : -4.4, -3, 98, 4, -4, 3, 10, 102, 10
> CCOC(=O)N1CCC(NC(=O)c2cc(S(=O)(=O)N3CCC4(CC3)OCCO4)ccc2F)CC1
 : -3.1, 5, 110, -27, 4, -2, 5, 109, 4
> CCN(CCn1cccn1)C(=O)C1CCC(=O)N(CCc2cccc(F)c2)C1 (stereo unspecified)
 : 1.1, 0, 96, -16, 12, -1, 6, 91, -14
> CSc1nsc(SCC(=O)Nc2nc3ccccc3s2)n1
 : 5.8, -2, 107, 7, -7, -7, -1, 105, -3
> CCOc1ccc(C(=O)Nc2c3c(nn2-c2ccccc2)CS(=O)(=O)C3)cc1
 : -1.9, 6, 111, -22, 7, -3, 11, 102, 18
> COc1cc(C(=O)NCC(=O)N/N=C/c2ccco2)cc(OC)c1OC
 : -0.1, -2, 104, -2, 8, 3, 2, 103, -4
> CCOC(=O)C1(Cc2cccc(F)c2)CCN(C(=O)c2cscn2)CC1
 : -5.2, -1, 103, -17, 0, -5, 9, 104, -9
> O=C(COc1ccc(S(=O)(=O)N2CCCC2)cc1)NCC1CCCO1 (stereo unspecified)
 : 0.7, 6, 102, -7, 7, 0, 7, 115, -15

# Sorted by formula weight (rising): part of the list above.
# Under each structure – CRFR2-BP ag, MEKK2mut PB1 HTS, MEKK2 WT-MEK5, DNA FID counter, HCV NS3 hel inh, GalR3 antagonist, UBC9 SUMO inh, MEKK3 PB1 HTS, CRFBP-R2 block
> OC1CCCN(Cc2c3ccccc3cc3ccccc23)C1 (stereo unspecified)
 : -1.7, 2, 102, 18, 9, -3, 0, 100, -1
> COc1cccc(C2=CC(c3ccc(N(C)C)cc3)n3nnnc3N2)c1 (stereo unspecified)
 : 5.5, -5, 87, -16, -5, -4, 23, 93, -17
> CSc1nsc(SCC(=O)Nc2nc3ccccc3s2)n1
 : 5.8, -2, 107, 7, -7, -7, -1, 105, -3
> C=CCn1c(SCC(=O)OC)nc2sc3c(c2c1=O)CCN(C)C3
 : x, 2, 98, 3, -5, x, 3, 97, x
> O=C(COc1ccc(S(=O)(=O)N2CCCC2)cc1)NCC1CCCO1 (stereo unspecified)
 : 0.7, 6, 102, -7, 7, 0, 7, 115, -15
> CCOc1ccc(C(=O)Nc2c3c(nn2-c2ccccc2)CS(=O)(=O)C3)cc1
 : -1.9, 6, 111, -22, 7, -3, 11, 102, 18
> CCCN(c1ccccc1F)S(=O)(=O)c1cc(-c2cc(C)no2)ccc1OC
 : 0.3, 3, 101, -30, -13, -11, 7, 102, 20
> COc1cc(NC(=O)CSc2c3c(nc4ccccc24)CCC3)cc(OC)c1OC
 : -2.2, 18, 107, -20, 1, -1, -4, 108, 25
> CCOC(=O)N1CCN(C(=O)CSc2nnc(-c3c[nH]c4ccccc34)n2CCOC)CC1
 : -0.5, x, x, -29, 1, -6, -16, x, 20
> N[C@@H](Cc1cc(I)c(Oc2cc(I)c(O)c(I)c2)c(I)c1)C(=O)O
 : -1.1, 4, 106, x, x, x, x, 115, 3

# From PubChem BioAssay

# Some of the compounds tested. The share of hits here may be higher or lower than overall.
